TAAR1 antagonist = human TAAR1 antagonism | Q96RJ0 | CHO RD-HGA16 TAAR1, Fluo-8 calcium fluorescence, antagonist | inhibition, % at 3 µM | 360,000 tested, 1.5% active;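 active = inhibition above a per-plate cutoff, the mean inhibition of test compounds on that plate plus 3 SD, cut at about 49% in these data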;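 note: 0% = DMSO plus EC80 beta-PEA response and 100% = DMSO alone without agonist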
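test system = CHO RD-HGA16 cells bearing hTAAR1 | replication = singlicate | controls = DMSO-only wells and EC80 β-PEA-stimulated wells | reagent = EC80 β-phenethylamine stimulus | read-out basis = percent inhibition of PEA-evoked calcium signal, max/basal emission ratio | schedule = seeding 17-24 h prior, 75-min 37 °C, 30-min RT dye loading | signal = kinetic Fluo-8 calcium fluorescence measurement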
CHRM5 agonist = agonists of human muscarinic M5 receptor (CHRM5); P08912; CHO-K1 hM5 cells, Fluo-8 calcium fluorescence; 0% DMSO wells, 100% maximal acetylcholine response; activation, % at 3 µM; 360,000 tested, 0.19% active; AID 624037;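 active = activation above the run's mean over test compounds plus 3 SD, cut at about 23% in these data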;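 note: signal is peak over basal fluorescence ratio across the kinetic read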
Target sequence (P08912 whole entry, looked up): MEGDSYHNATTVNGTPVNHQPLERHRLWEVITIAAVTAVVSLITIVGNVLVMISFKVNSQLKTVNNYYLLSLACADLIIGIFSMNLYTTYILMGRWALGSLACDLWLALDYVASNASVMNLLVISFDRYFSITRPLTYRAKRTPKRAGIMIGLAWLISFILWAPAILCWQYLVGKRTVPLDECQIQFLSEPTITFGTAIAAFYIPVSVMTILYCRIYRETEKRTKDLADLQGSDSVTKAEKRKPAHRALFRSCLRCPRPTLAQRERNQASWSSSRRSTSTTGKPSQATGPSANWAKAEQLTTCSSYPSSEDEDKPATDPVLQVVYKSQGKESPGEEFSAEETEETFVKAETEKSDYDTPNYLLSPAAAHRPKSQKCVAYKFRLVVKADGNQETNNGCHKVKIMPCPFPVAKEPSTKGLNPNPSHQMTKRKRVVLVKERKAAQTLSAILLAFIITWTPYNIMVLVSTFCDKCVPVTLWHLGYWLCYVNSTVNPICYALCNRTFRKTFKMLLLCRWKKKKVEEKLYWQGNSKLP
M4 PAM = potentiates acetylcholine response at human M4 receptor. 360,000 tested, 0.4% active. CHO-K1 hM4/Gqi5, Fluo-8 calcium fluorescence, ACh EC20; 0% = ACh EC20, 100% = maximal ACh. activation, % at 3 µM;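 active = activation above its plate's cutoff, the mean activation of sample wells plus 3 SD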; note: some results filed as inactive read as strong as hits
Target sequence (P08173 whole entry, looked up): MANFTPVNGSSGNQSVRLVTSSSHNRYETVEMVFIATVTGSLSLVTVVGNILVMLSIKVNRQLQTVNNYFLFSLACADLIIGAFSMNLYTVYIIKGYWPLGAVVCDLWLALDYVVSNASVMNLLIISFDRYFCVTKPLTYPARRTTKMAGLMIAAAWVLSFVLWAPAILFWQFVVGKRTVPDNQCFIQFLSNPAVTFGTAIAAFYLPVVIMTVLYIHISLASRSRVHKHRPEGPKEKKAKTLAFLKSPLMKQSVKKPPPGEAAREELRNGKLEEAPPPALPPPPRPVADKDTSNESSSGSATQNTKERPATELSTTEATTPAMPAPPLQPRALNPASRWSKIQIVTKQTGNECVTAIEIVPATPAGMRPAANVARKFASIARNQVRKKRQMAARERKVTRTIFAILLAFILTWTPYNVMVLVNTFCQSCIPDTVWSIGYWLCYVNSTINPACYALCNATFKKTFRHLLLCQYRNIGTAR
CHO-K1 Ca PAM = M1 PAM counterscreen hit in parental CHO-K1 cells; ATP EC20, Fluo-8 calcium fluorescence; 0% at ATP EC20, 100% at ATP max; 360,000 tested, 0.02% active; AID 602247; activation, % at 3 µM;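 active = activation above the run cutoff, the mean activation of all test compounds plus 3 SD, cut at about 40% in these data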;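 note: peak over basal fluorescence ratio in a 140 s read after ATP addition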
CHRM5 antagonist = CHRM5 antagonism in calcium assay | inhibition, % at 3 µM | CHO-hM5 cells, Fluo-8 calcium fluorescence, ACh EC80 | 360,000 tested, 0.59% active | P08912;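 active = inhibition above a per-plate cutoff, the mean of that plate's test compounds plus 3 SD, cut at about 27% in these data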;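 note: 0% = acetylcholine EC80 with DMSO and 100% = DMSO without agonist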
CRFBP-R2 block = blocks CRF-induced signaling of the CRF-BP/CRF-R2 complex; 350,000 tested, 0.59% active; HEK293 CRF-R2/CRF-BP, CRF-induced calcium fluorescence; inhibition, % at 11.8 µM;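 active = inhibition of the ligand-induced calcium signal above about 50% at the single tested concentration, limit read from the data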
TAAR1 agonist = agonists of human TAAR1; Q96RJ0; CHO RD-HGA16 TAAR1, Fluo-8 calcium fluorescence; vehicle wells 0%, saturating PEA agonist 100%; activation, % at 3 µM; 360,000 tested, 0.99% active;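 active = activation above the mean activation of all test compounds in the run plus 3 SD, cut at about 38% in these data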
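Repeats: no replicates (n 1) | Material: CHO-derived RD-HGA16 cells with stable Gα16 and human TAAR1 | Technique: Kinetic Fluo-8 calcium fluorescence | Schedule: 17-24 h seeding, 75 min 37 °C dye, 30 min RT | Evaluation: % activation from peak over basal fluorescence ratio, DMSO-to-PEA scaled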
CRFBP-R2 agonist = CRF-BP/CRF-R2 complex agonism; HEK293 CRF-R2/CRF-BP, calcium dye fluorescence (FLIPR); percent of saturating CRF peptide response; activation, % at 13.2 µM; 350,000 tested, 0.46% active; AID 588473;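 active = activation of at least 50%, plus an integration ratio under a set limit after plate pattern correction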;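 note: plate controls were neutral control wells without compound for no effect and CRF at EC100 for full effect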
CHRM5 PAM = potentiates acetylcholine response at human M5 receptor; P08912; CHO-K1 hM5, Fluo-8 calcium, ACh EC20 PAM; 0% = ACh EC20, 100% = ACh EC100; activation, % at 3 µM; 360,000 tested, 0.3% active;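 active = activation above the run cutoff, the mean activation of all test compounds plus 3 SD, cut at about 18% in these data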
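system = human M5 receptor in CHO-K1 cells | reagent = EC20 acetylcholine as agonist stimulus | compound dosing = single-point, 3 µM nominal | incubation = Fluo-8 loading 80 min at 37 °C plus 30 min room temperature | detection = Fluo-8 calcium dye fluorescence, kinetic read | benchmarks = low control EC20 acetylcholine (0%), high control EC100 acetylcholine (100%)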
Active calls of the source: *; . = no result given; & = joins results of further samples. Random draw from the library. About 4.2% of those tested had a hit in this group.

SMILES | TAAR1 antagonist | CHRM5 agonist | M4 PAM | CHO-K1 Ca PAM | CHRM5 antagonist | CRFBP-R2 block | TAAR1 agonist | CRFBP-R2 agonist | CHRM5 PAM
O=C1Cc2ccccc2C(c2ccc(Br)cc2)N1 (centres undefined) | -10 | 0 | -1 | 14 | 6 | -15 | 5 | -2.7 | -6
Cc1noc(C)c1S(=O)(=O)N(C)C[C@H]1OCCCC[C@@H](C)Oc2ccc(NS(=O)(=O)c3cn(C)cn3)cc2C(=O)N([C@H](C)CO)C[C@@H]1C | -13 | 1 | -4 | 5 | 10 | 9 | 2 | -0.2 | -2
CNc1ccccc1C(=O)OCC(=O)N1CCc2ccccc2C1 | 2 | -2 | -1 | 10 | 3 | 6 | 1 | -1.1 | -5
Clc1ccc2ncc(-c3nnnn3-c3ccccc3)c(-c3ccccc3)c2c1 | -11 | -5 | -4 | 9 | -7 | -75 | 2 | -1.5 | 8
COc1cccc(OC)c1C(=O)NCCOc1cc(C)cc(C)c1 | 7 | -2 | 1 | 4 | 19 | 26 | 0 | -1.1 | 2
CCC(=O)Nc1cccc(-c2csc(-c3ccccc3)n2)c1 | 0 | -1 | 2 | 5 | 0 | 20 | 0 | -2.0 | 0
CCN1C(=O)[C@H]2[C@H]3CN=C(SCC(=O)c4ccccc4)N3[C@@](C)(C(=O)OC)[C@H]2C1=O | -1 | 2 | 7 | 1 | 6 | -11 | 3 | 0.1 | 0
CN1CCC(=O)N([C@H](CN=[N+]=[N-])Cc2ccccc2)CC1 | -13 | -2 | 9 | 15 | 12 | -2 | 1 | 21 | 5
O=C(CSC1=NS(=O)(=O)c2cc(F)ccc2N1)Nc1cccc(F)c1 | -8 | 1 | 15 | 3 | -2 | 5 | 0 | 2.9 | -1
Cc1cc(C(=O)Cn2cnc3cc([N+](=O)[O-])ccc3c2=O)c(C)n1CC1CCCO1 (centres undefined) | 8 | 0 | -6 | 21 | 0 | 12 | 3 | 0.2 | 4
CCc1sc(C(=O)Nc2ccsc2C(=O)OC)cc1Br | 7 | 2 | 5 | -11 | 10 | 22 | 2 | 1.2 | -5
CNC(=S)NNC(=O)c1ccccc1Cl | -40 | 0 | 5 | -23 | 5 | 6 | 2 | -0.8 | 4
CC(CCc1ccccc1)NC(=O)c1ccc(NC(=O)c2cccc(Br)c2)cc1 (centres undefined) | 24 | -2 | 0 | 28 | -2 | -13 | 1 | 1.2 | -1
COc1ccccc1CNC(=O)Cn1cc([N+](=O)[O-])ccc1=O | 0 | -3 | -2 | -10 | -8 | -1 | 0 | 1.1 | 5
CC(=O)Nc1ccc(NC(=O)C(=O)c2cn(CC(=O)N3CCCCC3)c3ccccc23)cc1 | 4 | 4 | -6 | 2 | 8 | 11 | 13 | -2.5 | -6
COc1ccc(C2=Cc3ccccc3C(CC(=O)C3CC3)N2c2ccc(-c3cc(OC)c(OC)c(OC)c3)cc2)cc1 (centres undefined) | -2 | 1 | -5 | -7 | 6 | . | -1 | . | -4
Cc1ccc(Nc2ncc3c(n2)CC(C)CC3=O)c(C)c1 (centres undefined) | -10 | -4 | -1 | 7 | 11 | -4 | 3 | -3.0 | 5
CC(CCC(=O)O)C1CC[C@H]2C3CCC4CC(=O)CCC4(C)[C@H]3CC(=O)C12C (some centres undefined) | -19 | 0 | 5 | -1 | 3 | 18 | 3 | -0.7 | 0
COc1cc(C(C[N+](=O)[O-])c2c(C)[nH]c3ccccc23)cc(OC)c1OC (centres undefined) | 6 | 0 | 2 | 19 | 12 | -1 | 7 | -1.6 | 0
CCOc1ccc(Nc2ccc3nonc3c2[N+](=O)[O-])cc1 | 6 | -5 | -6 | -8 | 1 | 34 | -4 | -2.2 | 2
O=C(O)c1cccc(N2CCCCS2(=O)=O)c1 | 2 | 0 | 0 | 7 | -2 | -8 | 10 | 1.0 | -5
CCCCCCCCN1[C@@H](CC(=O)O)c2cc(F)ccc2S1(=O)=O | -10 | 6 | 8 | 8 | -6 | 15 | 14 | -1.8 | 11
CC(Oc1ccc(Cl)cc1)C(=O)Nc1cccc(S(=O)(=O)N2CCCC2)c1 (centres undefined) | -15 | 0 | 3 | -7 | -2 | -15 | 7 | -0.1 | -2
O=C(COC(=O)c1cccnc1)c1ccc(Cl)cc1 | -1 | 1 | 1 | 15 | 4 | 10 | 1 | -5.1 | -3
COc1ccccc1OCc1cc(C(=O)NCCN2CCCC(O)C2)no1 (centres undefined) | -10 | -2 | -1 | -7 | 0 | -7 | 1 | -1.2 | -3
Cc1cc(NS(=O)(=O)c2ccc(NC(=O)N[C@H](C(=O)O)C(C)C)cc2)no1 | -8 | -3 | 4 | -3 | 7 | 14 | 1 | -3.2 | 0
Cc1csc(CN(C)C(=O)CC2C(=O)NCCN2Cc2ccccc2C)n1 (centres undefined) | -37 | 0 | 6 | 12 | -9 | -8 | 4 | 2.4 | 1
Cc1ccc(-n2ncc(Br)c(Br)c2=O)cc1 | . | -5 | -1 | 4 | 14 | 11 | . | 4.6 | 2
S=C(NCCc1ccccn1)Nc1ccc(Cl)c(Cl)c1 | 10 | 3 | 11 | 15 | 9 | 13 | 5 | -2.2 | -2
CCn1nccc1C(=O)Nc1ccc(Cl)c(Cl)c1 | 29 | -14 | 1 | 10 | 3 | -19 | 9 | 2.0 | 0
CC(=O)c1ccccc1NC(=O)c1ccc(N2CCCC2=O)cc1 | -19 | 1 | 19 | -14 | -7 | 10 | 2 | -1.1 | -1
CCOc1cc(/C=C2\C(=N)N3N=C(S(=O)(=O)CC)SC3=NC2=O)ccc1OC(=O)c1ccco1 | -54 | 2 | 5 | 0 | -10 | 12 | -2 | -0.2 | 7
Oc1ccc(C2=NNC(=NCc3ccc4c(c3)OCO4)SC2)c(O)c1 | 4 | 4 | -4 | 23 | 0 | -10 | 1 | 1.0 | 3
CCOC(=O)C1=C(C)NC(=S)NC1c1ccc(OCC(=O)N2CCCCC2)cc1 (centres undefined) | -4 | -4 | 0 | -4 | 0 | 3 | 4 | 0.6 | 0
CC(C)N1CCN(c2ccncc2S(=O)(=O)N2CCN(C)CC2)CC1 | 5 | -3 | 0 | 13 | 7 | -17 | 0 | 1.1 | -13
O=C(CN1CCN(c2cccc(C(F)(F)F)c2)CC1)N(C1CC1)C1CCS(=O)(=O)C1 (centres undefined) | -4 | -2 | 3 | 12 | 9 | 7 | -2 | -0.7 | 1
Cc1nn(CC(=O)NC2CCS(=O)(=O)C2)c(C)c1S(=O)(=O)N(C)C (centres undefined) | -7 | 2 | 3 | 0 | -1 | 2 | 0 | 0.8 | -7
Cn1c2c(c(=O)n(C)c1=O)CN(Cc1ccc(F)cc1)CN2 | -8 | 1 | 10 | 13 | -4 | 9 | 9 | -2.2 | 3
Cc1cc(NS(=O)(=O)c2ccc(NC(=O)c3ccco3)cc2)nc(C)n1 | 2 | 4 | 10 | 4 | 3 | 28 | 7 | -0.8 | -5
O=C(CSc1nnc(CNC(=O)c2ccco2)o1)Nc1cccc(Cl)c1 | 6 | 0 | -9 | -13 | -1 | -1 | 3 | -2.4 | -5

Compounds from the list above that have a furan ring, fused or not, in the order listed:
SMILES | TAAR1 antagonist | CHRM5 agonist | M4 PAM | CHO-K1 Ca PAM | CHRM5 antagonist | CRFBP-R2 block | TAAR1 agonist | CRFBP-R2 agonist | CHRM5 PAM
CCOc1cc(/C=C2\C(=N)N3N=C(S(=O)(=O)CC)SC3=NC2=O)ccc1OC(=O)c1ccco1 | -54 | 2 | 5 | 0 | -10 | 12 | -2 | -0.2 | 7
Cc1cc(NS(=O)(=O)c2ccc(NC(=O)c3ccco3)cc2)nc(C)n1 | 2 | 4 | 10 | 4 | 3 | 28 | 7 | -0.8 | -5
O=C(CSc1nnc(CNC(=O)c2ccco2)o1)Nc1cccc(Cl)c1 | 6 | 0 | -9 | -13 | -1 | -1 | 3 | -2.4 | -5

(further entries)
SMILES | TAAR1 antagonist | CHRM5 agonist | M4 PAM | CHO-K1 Ca PAM | CHRM5 antagonist | CRFBP-R2 block | TAAR1 agonist | CRFBP-R2 agonist | CHRM5 PAM
O=C(OCCN1CCOCC1)c1cccnc1 | -11 | 2&1 | 15&4 | 5&8 | 3&-3 | -30&9 | 8 | 3.9&-0.9 | 7&-4
COc1cccc(CNC(=O)C2CCCN(c3nc4ccccc4o3)C2)c1 (centres undefined) | -6 | -2 | 8 | 19 | 1 | 12 | 2 | -4.2 | -7
CCOC(=O)C1=C[C@@H](C(C)(C)C)N(S(=O)(=O)c2ccc(C)cc2)[C@H]1c1ccc(C#N)cc1 | -11 | 3 | 5 | 17 | -7 | . | 1 | . | 6
Cc1nc(SC2C=CS(=O)(=O)C2)n[nH]1 (centres undefined) | . | 0 | -3 | -11 | -1 | 15 | . | -3.6 | 2
Cc1ccccc1NC(=O)CSc1nc2ccc(Nc3nc(N4CCOCC4)nc(N4CCOCC4)n3)cc2s1 | 31 | -2 | -2 | 12 | -2 | 28 | -2 | -2.0 | -1
CC(C)OC(=O)c1cccc(NC(=O)c2ccccc2)c1 | -10 | 1 | 1 | 7 | 0 | -12 | 9 | -0.1 | -5
C=CCn1c(O)c2ccc(C(=O)N=NC(=O)COc3ccc(OC)cc3)cc2c1O | -19 | 0 | -1 | 23 | -8 | -4 | 0 | -0.8 | 6
COc1ccccc1OCc1cc(C(=O)N(C)CCC2CCCCO2)no1 (centres undefined) | -3 | 0 | 8 | 2 | 5 | -12 | 0 | 1.8 | -5
COc1cc2c(cc1OC)CN(C(=O)/C=C/c1ccccc1[N+](=O)[O-])CC2 | 7 | -2 | -10 | -3 | 15 | 7 | 0 | -2.4 | -6
CN1C(=O)CSC1=Nc1ccc(Br)cc1 | -4 | -7 | -1 | -14 | 8 | 13 | -1 | -0.5 | 1
COC(=O)c1cnn(-c2cc(Oc3ccccc3)ncn2)c1N | -1 | 2 | 3 | -5 | -5 | -13 | 10 | -2.1 | -2
Cc1cccc(N2CCC(N3CCN(C4CCCCC4)C(CCO)C3)CC2)c1C (centres undefined) | -2 | -3 | -9 | 12 | -12 | -38 | -3 | 2.2 | 1
CCCS(=O)(=O)c1snnc1C | -17 | -1 | 12 | 15 | -3 | 7 | 14 | -1.1 | 0
Cc1ccc2c(C)nc(SC(C(=O)c3ccccc3)c3ccccc3)nc2c1 (centres undefined) | -52 | 0 | 6 | 12 | 1 | 21 | 1 | 4.2 | -4
CSc1sccc1/C=N/O | -1 | -4 | 5 | 14 | 10 | 3 | 2 | -0.1 | -1
COc1ccc(CCN2C(=O)c3cccc4c(C(=O)N5CCCCC5)ccc(c34)C2=O)cc1OC | 61* | 6 | -9 | 23 | 2 | -47 | 21 | 1.9 | -6
CN(CCOc1ccccc1)CC(=O)Nc1ccc(S(=O)(=O)N2CCCC2)cc1 | 2 | -10 | -28 | -22 | 4 | 3 | 2 | -0.2 | -9
